Assay outcomes: PubChem, The Scripps Research Institute Molecular Screening Center
CHO parental Ca – counter-screen for OX1R antagonists: effect in parental CHO cells. parental CHO-K1, ATP-induced calcium, Fluo-8 fluorescence. inhibition, % at 5.6 µM. 0.63% of 330,000 active;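 active = inhibition above that plate's mean sample inhibition plus 3 SD, cut at about 26% in these data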;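 note: 0% = ATP-challenged DMSO wells and 100% = DMSO wells without ATP; some compounds past the cut are filed as inactive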
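Assay system: untransfected parental CHO cell line. Also added: ATP agonist challenge. Dosing: one dose, 5.6 µM nominal. Measured by: Fluo-8 fluorescence. Read-out: % inhibition. Benchmarks: ATP wells versus no-ATP DMSO wells. Repeats: no replicates.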
M4 antag – blocks acetylcholine activation of human M4 receptor | P08173 | CHO-hM4 cells, ACh EC80, Fluo-8 calcium fluorescence | inhibition, % at 3 µM | 0.73% of 360,000 active | AID 624125;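 active = inhibition above its plate's cutoff, the mean inhibition of sample wells plus 3 SD, cut at about 27% in these data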;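 note: 0% = acetylcholine EC80 with DMSO and 100% = DMSO without agonist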
Target sequence (P08173 whole entry, looked up): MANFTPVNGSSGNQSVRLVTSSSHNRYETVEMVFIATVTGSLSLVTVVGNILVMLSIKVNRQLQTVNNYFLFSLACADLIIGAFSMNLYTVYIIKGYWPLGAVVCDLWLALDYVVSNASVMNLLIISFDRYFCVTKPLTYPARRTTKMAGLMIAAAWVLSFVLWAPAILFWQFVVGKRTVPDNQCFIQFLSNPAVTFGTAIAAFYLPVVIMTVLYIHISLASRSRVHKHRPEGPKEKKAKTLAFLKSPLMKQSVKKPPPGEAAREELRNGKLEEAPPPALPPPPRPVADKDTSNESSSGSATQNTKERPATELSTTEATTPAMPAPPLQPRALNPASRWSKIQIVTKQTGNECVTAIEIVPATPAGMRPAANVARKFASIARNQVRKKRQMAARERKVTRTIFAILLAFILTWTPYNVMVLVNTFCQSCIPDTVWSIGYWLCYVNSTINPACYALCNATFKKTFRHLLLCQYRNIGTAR
OXTR potentiate – potentiators of human oxytocin receptor; activation, % at 3 µM; AID 2445; 0.061% of 320,000 active; P30559; CHO-OTR cells, Fluo-8 calcium fluorescence, potentiator mode; 0% = oxytocin EC15, 100% = EC100;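 active = activation above that plate's cutoff, the mean activation of tested compounds plus 3 SD, cut at about 6.6% in these data, passing the limit was not always enough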;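 note: 100% uses oxytocin at 75 nM as the full agonist control; some results filed as inactive read as strong as hits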
Target sequence (P30559 whole entry, looked up): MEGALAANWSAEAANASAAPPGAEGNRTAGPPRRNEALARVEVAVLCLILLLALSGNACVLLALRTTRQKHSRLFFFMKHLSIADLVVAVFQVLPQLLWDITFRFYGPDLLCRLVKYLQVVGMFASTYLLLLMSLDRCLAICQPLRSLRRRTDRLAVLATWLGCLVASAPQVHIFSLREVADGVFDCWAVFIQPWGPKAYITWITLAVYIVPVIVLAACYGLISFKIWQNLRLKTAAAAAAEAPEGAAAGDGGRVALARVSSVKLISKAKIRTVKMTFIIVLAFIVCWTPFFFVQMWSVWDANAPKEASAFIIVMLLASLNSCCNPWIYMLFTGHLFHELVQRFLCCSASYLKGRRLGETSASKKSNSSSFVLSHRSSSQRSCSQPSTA
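Material: human OTR in CHO cells. Compound: 3.0 µM, one dose. Timing: compound 6 min at room temperature before oxytocin, 100 s read. Evaluation: % activation of max/min ratio relative to oxytocin controls. Replication: single well per compound, singlicate. Signal: Fluo-8 calcium dye fluorescence.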
CHRM1 antagonist – human CHRM1 antagonism | P11229 | CHO-K1 hM1, Fluo-8 calcium fluorescence, ACh EC80 antagonist | inhibition, % at 3 µM | 1.3% of 360,000 active;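 active = percent inhibition above its own plate's cutoff, namely the mean of that plate's compound wells plus 3 SD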;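 note: peak over basal fluorescence ratio during 140 s after agonist addition; 0% = ACh EC80 plus DMSO and 100% = DMSO alone without agonist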
CHRM4 agonist – CHRM4 agonism in calcium assay; P08173; CHO-K1 hM4/Gqi5, Fluo-8 calcium fluorescence; vehicle 0%, full acetylcholine response 100%; activation, % at 3 µM; 0.14% of 360,000 active;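 active = activation above the run mean over all test wells plus 3 SD, cut at about 32% in these data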;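 note: peak over basal fluorescence ratio per well then scaled between controls; 0% = DMSO wells and 100% = acetylcholine at EC100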
CHO-K1 Ca antag – M1 antagonist counterscreen hit in parental CHO-K1 cells | ATP-induced calcium, Fluo-8 fluorescence | inhibition, % at 3 µM | 0.6% of 360,000 active;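 active = inhibition above a per-plate cutoff, the plate's mean sample inhibition plus 3 SD, cut at about 24% in these data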;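 note: 0% = DMSO plus EC80 ATP and 100% = DMSO alone without ATP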
CHRM1 agonist – agonists of human M1 muscarinic receptor | P11229 | 0.33% of 360,000 active | AID 588814 | activation, % at 3 µM | CHO-K1 hM1, Fluo-8 calcium fluorescence, agonist mode; 0% DMSO, 100% acetylcholine EC100;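 active = activation above the run's mean compound activation plus 3 SD, cut at about 16% in these data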;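 note: peak over basal fluorescence ratio within a 140 s kinetic read after compound addition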
CHRM1 PAM – potentiates human M1 receptor response to acetylcholine | activation, % at 3 µM | CHO-K1 hM1, Fluo-8 calcium fluorescence, ACh EC20; 0% = ACh EC20, 100% = maximal ACh | P11229 | 0.088% of 360,000 active; in the data active = activation above about 19%, passing the limit was not always enough
M1 ag parental – M1 agonist counterscreen hit in parental CHO-K1 cells. AID 602248. 0.48% of 360,000 active. activation, % at 3 µM. Fluo-8 calcium fluorescence; scaled to maximal ATP response, vehicle zero; in the data active = activation above about 15%;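 note: untransfected CHO-K1 host cells lacking M1 receptor as counterscreen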
* marks the source's active call; other numbers are inactive results; · = not tested or not shown. This is a random part of the collection. Share with any hit: about 2.9%.

Molecule	CHO parental Ca	M4 antag	OXTR potentiate	CHRM1 antagonist	CHRM4 agonist	CHO-K1 Ca antag	CHRM1 agonist	CHRM1 PAM	M1 ag parental
CC1(C(=O)NS(=O)(=O)c2ccc(F)cc2F)CCN1C(=O)C1(c2ccc(Cl)cc2)CC1 (stereo not drawn)	·	-4	·	-12	1	-1	7	26	-0.2
COc1cc(C=O)c(-c2c(C=O)cc(OC)c3c2OCO3)c2c1OCO2	-1	9	1	-8	5	2	3	6	1.9
CCC(C)(C)n1nnnc1C(c1cccs1)N1CCc2ccccc21 (stereo not drawn)	-10	-4	8	-3	-1	-27	-16	-15	-0.7
CCOC(=O)CSc1nnc(CNC(=O)c2ccco2)n1C	-3	-4	-1	-4	1	-4	-5	1	-0.3
CCn1cc(CNC(=O)c2cc(-c3cc(OC)ccc3OC)nc3ccccc23)c(C)n1	-18	-4	-4	-7	9	-9	-7	3	3.6
Cn1c2c(c(=O)n(C)c1=O)C(NS(=O)(=O)c1ccccc1)(C(F)(F)F)C(=O)N2 (stereo not drawn)	-10	-1	-1	-10	0	7	0	14	-0.2
O=C(CN1c2ccccc2Sc2ccccc21)N/N=C/c1ccc(Cl)cc1	-21	1	-7	-18	0	-4	2	5	0.1
O=C(NC(=S)Nc1ccccc1C(F)(F)F)c1ccccc1F	-19	-7	2	-11	2	-3	-10	16	3.3
COc1cc(C2=NOC(C(=O)Nc3ccc(C(C)=O)cc3)C2)cc(OC)c1OC (stereo not drawn)	-23	-1	-6	-4	1	8	-2	8	-0.1
CCOC(=O)c1c(C)[nH]c(C(=O)OCC(=O)Nc2cccnc2Cl)c1C	-21	-5	4	-6	1	-2	-2	6	1.7
Cc1ccc(/C=N/NC(=O)CNC(=O)c2cccs2)cc1	-4	0	-8	-1	1	3	-3	2	0.3
C=CCn1c(CC(C)(C)C)nc2ccccc21	-4	-5	4	-5	0	-10	-15	4	0.4

Reprinted at random: 3 compounds from above.
Molecule	CHO parental Ca	M4 antag	OXTR potentiate	CHRM1 antagonist	CHRM4 agonist	CHO-K1 Ca antag	CHRM1 agonist	CHRM1 PAM	M1 ag parental
O=C(NC(=S)Nc1ccccc1C(F)(F)F)c1ccccc1F	-19	-7	2	-11	2	-3	-10	16	3.3
Cn1c2c(c(=O)n(C)c1=O)C(NS(=O)(=O)c1ccccc1)(C(F)(F)F)C(=O)N2 (stereo not drawn)	-10	-1	-1	-10	0	7	0	14	-0.2
CCC(C)(C)n1nnnc1C(c1cccs1)N1CCc2ccccc21 (stereo not drawn)	-10	-4	8	-3	-1	-27	-16	-15	-0.7

Additional records
Molecule	CHO parental Ca	M4 antag	OXTR potentiate	CHRM1 antagonist	CHRM4 agonist	CHO-K1 Ca antag	CHRM1 agonist	CHRM1 PAM	M1 ag parental
CC1(C)Cc2c(cnn2-c2ccccc2)C(NC(=O)c2ccc[n+]([O-])c2)C1 (stereo not drawn)	1	-18	-6	-5	0	-8	-4	3	1.2
O=C(NCCCCNC(=O)C(F)(F)F)C(F)(F)F	-6	-2	-3	6	0	0	-4	2	-0.5
CN(C)c1ccc(S(=O)(=O)NCC(=O)OCC(=O)Nc2cc(Cl)cc(Cl)c2)cc1[N+](=O)[O-]	-11	-7	-12	-12	7	-6	-4	11	3.7
COc1ccc(OC)c(NC(=O)CSc2nnc(CNC(=O)c3ccco3)o2)c1	-14	-7	-5	-16	1	-4	-2	1	0.0
Cc1cc2nc3c(=O)[nH]c(=O)[nH]c3nc2c([N+](=O)[O-])c1N	·	4	·	-9	4	9	3	9	6.3
COc1ccccc1N1CCN(/N=C/c2ccc(C(=O)O)cc2)CC1	-4	5	1	-5	0	-13	-2	5	2.3
O=C(NCCS(=O)(=O)NCc1ccccn1)c1ccccc1	-2	4	5	-9	1	2	-2	5	-0.1
Cc1cc(C)cc(Nc2ncnc3nc[nH]c23)c1	-10	8	0	-19	0	-2	-2	15	-0.4
Clc1ccccc1CN(Cc1ccccc1)c1ncnc2nc[nH]c12	0	5	-10	-5	-1	3	-4	-6	2.2
Cc1ccc(S(=O)(=O)CC(=O)Nc2nc3ccccc3s2)cc1	-10	-9	-12	-6	6	-10	-2	7	4.1
COc1ccc(S(=O)(=O)NC(CC(=O)NCc2ccc3c(c2)OCO3)c2ccco2)cc1 (stereo not drawn)	-23	-2	-6	-5	1	-5	-2	6	0.9
CCOC(=O)C1(Cc2ccc(OC)cc2)CCN(C(=O)CCc2cccnc2)CC1	-8	-10	-2	-4	6	17	-3	3	0.7
CCCNS(=O)(=O)c1ccc(CCC(=O)NCc2ccco2)cc1	0	5	-9	-15	0	-2	-2	8	0.1
O=c1cc(CN2CCN(c3ccccc3F)CC2)c2cc3c(cc2o1)CCCC3	-12	-3	-5	-6	-1	-8	-6	5	0.5
CC(C)c1ccc(CC(=O)N2CCC2(C)C(=O)NCc2cccc3ccccc23)cc1 (stereo not drawn)	·	-14	·	5	4	-10	4	10	5.7
COCc1cc(Sc2c(Cl)cccc2Cl)nc(-c2ccccc2)n1	-20	7	2	-32	0	-7	-3	6	0.3
COc1ccc(OC)c(-n2c(SCC(C)=O)nnc2-c2cccc(S(=O)(=O)N(C)C)c2)c1	-15	-2	-9	-8	1	2	2	10	-0.2
Cc1ccc(-n2ncc3c(=O)n(CC(=O)OCc4ccccc4)cnc32)cc1	-9	10	2	-1	0	-15	-5	1	1.7
O=C(N/N=C/c1cccnc1)c1cc(-c2cccs2)nc2ccccc12	-33	5	0	15	7	11	-3	-10	2.7
CC(C)CNS(=O)(=O)c1ccccc1C(=O)N1CCCCC1	-4	-4	1	9	0	17	-5	-4	-0.1
O=C(c1ccc(-c2cc(O)c3ncccc3c2)cc1)N1CCNCC1	18	2	-4	-8	1	-9	-5	10	0.0
O=C(Nc1ccc(F)c(Cl)c1)c1ccc2nc([C@@H]3O[C@H](CO)[C@H](O)[C@H](O)[C@H]3O)[nH]c2c1	·	-6	·	-21	1	3	-2	10	0.9
Cc1cc(-c2ccccc2)n2nc(N)nc2n1	-10	-5	-3	-2	0	-11	-2	6	0.2
O=C(COC(=O)C1CC1)NCc1ccccc1	·	3	·	-18	0	-2	0	15	0.0
CC(=O)N1c2ccc(S(=O)(=O)N(C)CC(=O)NC3CCCC3)cc2CC1C (stereo not drawn)	-1	-5	-4	0	1	-10	-1	4	1.0
OCCN1CCN(c2cc(C(F)(F)F)nc3ccccc23)CC1	-6	-2	-2	5	0	18	-7	-3	0.2
ON1C(c2ccccc2C(F)(F)F)N(O)[C@H]2CCCC[C@H]21 (stereo partly drawn)	-1	-1	-8	1	1	11	-3	0	0.1
O=C1C(NS(=O)(=O)c2cccs2)=C(N2CCN(c3ccccc3)CC2)C(=O)c2ccccc21	-20	-12	-5	3	0	4	-4	3	0.1
CCCCN1CC(Br)C(=O)NC1=O (stereo not drawn)	·	-1	·	-2	1	-5	-1	3	0.4
CN1CC(=O)N(CC(=O)NC2CCCCC2)C1=O	-10	-4	0	-16	7	-8	-2	8	0.7
Cc1ccc(CSC2=NCCN2C(=O)c2ccc(S(=O)(=O)N(C)C)cc2)cc1	-8	-5	-5	-3	1	3	-4	3	0.9
COc1ccccc1N(CN1CCCC1=O)C(=O)COc1ccccc1	1	7	-1	-5	0	-2	-4	0	0.4
O=C1/C(=C\c2ccco2)SC(=S)N1c1ccc(O)cc1	-9	4	-3	6	-1	-1	0	-6	0.1
COCC(=O)Oc1cc(-c2ccc(C)cc2C)c(OC(=O)COC)c(-c2ccc(C)cc2C)c1	·	-12	·	1	0	-12	-5	-9	0.0
COC(=O)C1C(=O)C2=C(CC1C)NC(=O)CC2c1ccccc1 (stereo not drawn)	2	5	3	-5	0	-4	-4	3	0.1
COC(=O)C1=C(C(=O)OC)[C@@H]2N(Cc3ccccc3)c3ccccc3[C@@]23C[C@@H](C(=O)OC)N(C(=O)c2ccc(Br)cc2)C3=N1	-27	5	-1	-7	0	-12	-4	4	-0.1
CCOc1cccc2c1OC1(CCCCC1)N1N=C(c3cccnc3)CC21 (stereo not drawn)	-17	4	-7	0	2	13	-8	5	6.2
Cc1oncc1-c1cn2ccccc2n1	-12	10	-9	-12	0	4	-1	-5	-0.1
Cc1ccc2[nH]cc(C(=O)NCc3cccs3)c(=O)c2c1	-13	6	-8	-2	14	6	-2	-13	4.2
CCN(C(=O)COC(=O)CN(C)S(=O)(=O)c1ccc(NC(C)=O)cc1)C1CCS(=O)(=O)C1 (stereo not drawn)	6	2	-5	-10	1	-7	-2	10	1.6
Cc1ccc(/C=N\NC(=O)c2csnn2)cc1	-14	1	0	-20	1	5	-3	3	-0.3
NS(=O)(=O)c1ccc(CCNC(=O)c2cc(=O)[nH]c3ccccc23)cc1	-8	-8	-26	6	2	-9	-5	-4	0.0
CN1CCN(C(=O)C2=C[C@H](c3coc4ccccc4c3=O)C[C@H](OCc3ccc(CO)cc3)O2)CC1	-11	-3	4	-4	0	6	-10	9	2.1
Cc1c(C)c2ccc(OC(C)C(=O)N3CC[C@@]4(O)CCCC[C@H]4C3)c(C)c2oc1=O (stereo partly drawn)	-8	-10	0	-7	2	-2	-6	4	1.3
CC1=C(C(=O)OCC(C)C)C(c2ccc(Br)s2)NC(=O)N1 (stereo not drawn)	-23	2	-8	-5	-2	-6	-14	8	0.8
Cn1c(N)c(C(=O)CNC2CCCCC2)c(=O)n(C)c1=O	2	-7	6	-7	1	-11	-2	7	0.6
N#CCCN(C(=O)COC(=O)c1ccc2c(c1)OCO2)c1ccccc1	-19	-17	0	-6	8	-23	-3	5	2.9
CCn1c(SCC(=O)N2CCN(c3ccccc3)CC2)nnc1-c1ccoc1C	-21	4	-17	6	1	14	-6	-2	0.2
Nc1nc(-c2ccco2)nn1S(=O)(=O)c1ccccc1	-4	-2	0	-1	1	-7	-2	2	-0.1
CC(=O)Nc1ccc2c(c1)CCc1ccccc1-2	0	-20	-6	-5	3	0	-5	12	1.3
COc1ccc(C(=O)c2c3ccc(OC)cc3[n+]([O-])n2CCCC(N)=O)cc1	-8	-8	-2	-1	0	-6	-3	5	1.6
Cc1oc(-c2ccccc2Cl)nc1CS(=O)(=O)CC(=O)NCCc1ccccc1	-9	0	-8	-13	4	-7	1	4	1.4
COc1ccc(C(=O)c2c(C(F)(F)F)oc3c2C(=O)c2ccccc2C3=O)cc1	-29	-6	-4	25	2	-12	-5	-15	1.2
CC1CCCC(NC(=O)CNC(=O)c2cccs2)C1C (stereo not drawn)	5	-18	-2	-3	1	-9	-2	4	1.1
O=C(CN1CCN(c2ccccn2)CC1)Nc1ccc(OCc2ccccc2)cc1	-5	-4	-14	10	13	-3	0	-5	7.5
CCOC(=O)C1CCCN(C(=O)c2ccc(C(=O)c3ccccc3)cc2)C1 (stereo not drawn)	-21	4	-8	-3	9	-14	-1	4	3.9
